Peg3 prom inh: Peg3 promoter-driven luciferase inhibitors, primary screen, cell-based, HeLa, luciferase luminescence; AID 588405, 2011; actives 1.7% (n = 360,000); inhibition, % at 20 µM; HeLa PEG-Prom luciferase reporter, overnight;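 active means inhibition of at least 50% at 20 µM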
CaV13 ICDI inh: Primary screen for inhibitors of IQ motif and Ca2+-dependent inactivation inhibitor domain binding in CACNA1D, Förster resonance energy transfer in living cells, … | HEK cells, CFP/YFP FRET ICDI-IQ, plate reader, 10 min; percent FRET-ratio fall versus neutral wells | inhibition, % at 12.3 µM | actives 0.098% (n = 340,000);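 active means mean replicate inhibition of at least 30% and at least 1% of replicates passing that level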;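 further: 0% = median of the neutral control wells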
MITF TRPM1 inh: inhibitors of MITF-dependent TRPM1 promoter reporter, primary screen, cell-based, SK-MEL-5, single point, luciferase | SK-MEL-5 TRPM1 promoter luciferase, 24 h | inhibition, % at 12.5 µM | actives 0.83% (n = 330,000) | AID 488899, 2010;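 active means mean inhibition across replicates of 60% or more, whatever share of single replicates reaches that level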; further: values of inactives mirror those of a sister screen read the other way
HIF-2a block: HIF-2a reporter inhibitors, primary screen, luminescence, 786-0 RCC cells | 786-0 RCC cells HIF-2a reporter, luciferase luminescence, overnight | inhibition, % at 18.8 µM | actives 0.72% (n = 360,000) | AID 624352, 2012;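 active means inhibition of the luminescence signal of 40% or more relative to plate controls, in a single-dose primary screen at 18.75 µM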
NR2E3 ag-1: inhibitors of NR2E3-RetCOR corepressor binding, primary screen, NR2E3 agonist project, biochemical, TR-FRET, GST-NR2E3, biotin-RetCOR. inhibition of corepressor binding, % at 4.78 µM. 1536-well. actives 0.12% (n = 320,000). AID 2300, 2010. Photoreceptor-specific nuclear receptor (Homo sapiens), Q9Y5X4;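 active means percent inhibition above the cutoff of mean plus 3 SD of all tested compounds, set per screening campaign, cut at about 20% in these data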;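 further: 0% = DMSO wells and 100% = biotin wells as full block of FRET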
Target sequence (Q9Y5X4 whole entry, looked up): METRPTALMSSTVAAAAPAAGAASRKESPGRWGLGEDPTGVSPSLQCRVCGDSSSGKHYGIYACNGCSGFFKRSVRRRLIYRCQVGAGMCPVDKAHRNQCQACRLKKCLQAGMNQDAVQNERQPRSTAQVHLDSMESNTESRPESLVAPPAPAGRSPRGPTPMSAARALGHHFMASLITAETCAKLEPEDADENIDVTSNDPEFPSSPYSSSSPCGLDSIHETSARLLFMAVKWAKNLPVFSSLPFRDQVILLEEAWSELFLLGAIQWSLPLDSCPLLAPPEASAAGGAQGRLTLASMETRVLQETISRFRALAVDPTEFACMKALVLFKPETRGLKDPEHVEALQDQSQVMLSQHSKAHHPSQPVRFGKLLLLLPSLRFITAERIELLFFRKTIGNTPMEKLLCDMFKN
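Test system – NR2E3–RetCOR corepressor complex · Quantity – NR2E3 fusion 1.35 nM · Buffer or medium – Tris pH 7.5 · Incubation – Compound–protein incubation for 5 h at 4 °C · Technique – TR-FRET, Eu(K)-anti-GST donor, streptavidin-D2 acceptor, ex 340, em 617/671 nm · Evaluation – percent inhibition of 671/617 nm emission ratio versus biotin and DMSO controls · Plate – 1536-well format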
Vif inh: HIV Vif self-association inhibitors, primary screen, imaging, HEK293T, single point. HEK293T cells, Vif self-association by quenched fluorescence, 24 h. inhibition, % at 7.49 µM. actives 0.35% (n = 340,000). AID 602346, 2012; in the data active means inhibition above about 50%, passing the limit was not always enough; further: some results filed as inactive read as strong as hits
PDI inh: inhibitors of human PDI, primary screen, biochemical, turbidity, single point, plate reader; actives 0.052% (n = 350,000); AID 588391, 2011; inhibition, % at 10 µM; PDI insulin aggregation turbidity, A650, 90 min;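 active means mean inhibition across replicates of 30% or more, whatever share of single replicates reach that level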;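 further: absorbance from insulin aggregation driven by PDI reduction with DTT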
Target sequence (P07237 whole entry, looked up): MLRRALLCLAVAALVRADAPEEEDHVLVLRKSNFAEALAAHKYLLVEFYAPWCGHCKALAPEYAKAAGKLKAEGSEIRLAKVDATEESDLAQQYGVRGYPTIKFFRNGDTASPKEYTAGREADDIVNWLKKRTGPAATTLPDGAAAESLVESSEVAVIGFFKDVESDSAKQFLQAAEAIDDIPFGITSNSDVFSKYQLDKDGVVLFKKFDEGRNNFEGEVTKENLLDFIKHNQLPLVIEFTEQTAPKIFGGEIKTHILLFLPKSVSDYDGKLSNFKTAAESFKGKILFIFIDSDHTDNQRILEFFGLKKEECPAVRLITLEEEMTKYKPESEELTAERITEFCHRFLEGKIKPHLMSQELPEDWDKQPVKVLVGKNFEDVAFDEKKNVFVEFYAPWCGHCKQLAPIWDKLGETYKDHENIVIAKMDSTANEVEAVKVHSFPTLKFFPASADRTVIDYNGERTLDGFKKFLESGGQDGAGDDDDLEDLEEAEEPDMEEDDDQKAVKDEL
CF NFkB inh: inhibitors of PAF-induced NF-kB signaling, primary screen, cell-based, GFP fluorescence, uHTS; AID 588850, 2011; actives 0.86% (n = 360,000); KKLEB NF-kB-GFP reporter, GFP fluorescence overnight; inhibition, % at 5 µM;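 active means at least 50% inhibition at 5 µM, scaled per plate between neutral and stimulator controls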;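 further: PAF is a Pseudomonas aeruginosa culture filtrate used as stimulus; plate controls were PAF-stimulated DMSO wells for no effect and unstimulated DMSO wells for full effect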
NR2E3 ag-2: NR2E3 agonists in two-hybrid cells, primary screen, cell-based, luminescence, CHO-S, Gal4-NCOR/VP16-NR2E3. Photoreceptor-specific nuclear receptor (Homo sapiens), Q9Y5X4. luciferase. inhibition of corepressor binding, % at 3.98 µM. actives 0.35% (n = 360,000). AID 602229, 2012;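 active means inhibition above the mean of all tested compounds plus 3 SD, cut at about 70% in these data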;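 further: 0% = DMSO with NR2E3 transfected cells and 100% = cells lacking NR2E3 construct; higher means lower luciferase signal from less NR2E3 corepressor binding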
KKLEB cytotox: cytotoxicity in KKLEB CF airway cells, primary screen, cytotoxicity control for CF NF-kB inhibitor project, cell-based, uHTS, fluorescence assay plates | KKLEB CF airway cells viability, ATPlite luminescence, overnight; active compounds read low; cells stimulated with P. aeruginosa culture filtrate | activity change (cytotoxicity), % at 5 µM | actives 0.36% (n = 360,000) | AID 602141, 2011;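 active means corrected activity change at or below -50% at 5 µM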
Shn3 inh set2: reduction of Shn3 3'UTR firefly luciferase signal, primary screen, Schnurri-3 inhibitor project, cell-based, Clone20 osteoblasts, set 2; inhibition, % at 12.5 µM; Clone20 osteoblast Shn3 3'UTR firefly luciferase, 24 h; actives 0.52% (n = 360,000);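 active means mean inhibition of at least 75% with every replicate also reaching 75%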;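 further: 0% = median of neutral control wells and 100% = pilot-screen positive control compound; some compounds past the cut are filed as inactive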
Starred values were filed as active, the others as inactive; nt = no result given.

canonical_smiles | Peg3 prom inh | CaV13 ICDI inh | MITF TRPM1 inh | HIF-2a block | NR2E3 ag-1 | Vif inh | PDI inh | CF NFkB inh | NR2E3 ag-2 | KKLEB cytotox | Shn3 inh set2
CCCN1CCC(NC(=O)c2cccc(Oc3ccccc3)c2)CC1 | 4 | -6 | -2 | 2 | 1 | 0 | 10 | 5 | -10 | 10 | 5
O=C(COC(=O)CCN=C1NS(=O)(=O)c2ccccc21)NNC(=O)c1ccccc1 | -14 | -5 | -5 | 1 | 2 | nt | -2 | -6 | -14 | 19 | -7
Nc1nnnn1/N=C/c1cc(Br)ccc1O | 5 | -4 | nt | 13 | -5 | 18 | -4 | -19 | 1 | 3 | -16
COc1cccc(-c2cccc(NC(=O)C3CCN(Cc4nccs4)CC3)c2)c1 | -7 | -2 | 9 | 8 | 1 | nt | -8 | -4 | -30 | 3 | -1
CCCOc1ccc(NC(=O)C2CC(=O)N(C(C)C)C2)cc1 (configuration not stated) | -7 | -5 | 3 | -11 | 2 | -12 | 16 | 2 | -5 | -4 | -10
O=C(O)C(Cc1cn[nH]n1)=NO | 10 | nt | -3 | 9 | -1 | 6 | 3 | -1 | -7 | 5 | -29
CCOc1ccc(N(CC(=O)NCc2ccccc2)S(C)(=O)=O)cc1 | -33 | nt | -31 | -58 | 4 | 4 | -13 | -6 | -7 | 7 | -17
O=C(COC(=O)C1CCN(S(=O)(=O)c2ccc3c(c2)OCCO3)CC1)Nc1ccc(C(F)(F)F)cc1 | 13 | -5 | 0 | 13 | -3 | 5 | 3 | 5 | 0 | 2 | -11
O=C(CSc1nnc(-c2cccnc2)o1)Nc1ccccc1F | -216 | -6 | -50 | -91 | -5 | -4 | 2 | -18 | -58 | -4 | -81
Cc1cc2[nH]c(=O)c(=O)[nH]c2cc1S(=O)(=O)N(C)C1CCCCC1 | 13 | -2 | 3 | 13 | 2 | -5 | nt | -2 | -7 | 5 | -8
CCn1c(SCc2ccccc2)nnc1C1CCCCC1 | 16 | -4 | 13 | 17 | 1 | -7 | 3 | 19 | -15 | -2 | 25
O=C1NCCN1C(=O)N(c1ccccc1)c1ccccc1 | 1 | -7 | -5 | -30 | -1 | -6 | 3 | 0 | 11 | 5 | 16
COc1ccccc1NC(=O)CSc1nnc(-c2ccco2)o1 | -11 | -5 | -3 | -3 | -3 | 9 | 6 | 2 | -15 | 1 | -26
O=C(Nc1ccccc1N1CCCCC1)c1cccc(Cl)c1 | 6 | -5 | -4 | 2 | 2 | 7 | -8 | 4 | -2 | -4 | 5
Cn1c(=O)c2cc(S(=O)(=O)NC(C(=O)Nc3cccc(F)c3)c3ccccc3)ccc2n(C)c1=O (configuration not stated) | -6 | -5 | -8 | 4 | 2 | 9 | -3 | -5 | -25 | -3 | -58
COC(=O)Nc1nc2ccc(C(=O)c3cccs3)cc2[nH]1 | -158 | -6 | 21 | -79 | 0 | 0 | 2 | 60* | -27 | 9 | -31
CC(OC(=O)c1ccc(OCC2CCCO2)cc1)C(=O)N(C)Cc1ccccc1 (configuration not stated) | -51 | -6 | -23 | -66 | -2 | -16 | 2 | -3 | -27 | 12 | 5
CNCCCNC(=O)c1ccc(/C=N/O)nc1 | 22 | -7 | 7 | 21 | -2 | -4 | 0 | 1 | -19 | 0 | 1
CCN(Cc1ccncc1)Cc1ccc(Br)cc1 | 12 | -2 | 4 | 21 | -2 | 3 | 6 | -2 | 18 | 4 | 14
O=C(Cn1cnc2c(nnn2Cc2ccccc2)c1=O)Nc1ccc2c(c1)OCCO2 | 3 | -5 | 3 | 4 | -1 | -5 | -4 | 16 | 1 | -6 | 22
CCn1cc(C(=O)NCCc2ccccc2)c(=O)c2cc(F)c(N3CCN(C)CC3)cc21 | -1 | -5 | -22 | -31 | 1 | -12 | -1 | 10 | -14 | -5 | -10
Cc1ccc([N+](=O)[O-])cc1NC1CC(O)C(CO)O1 (configuration not stated) | -5 | -3 | 6 | -65 | 2 | -9 | 1 | -9 | -19 | 7 | 1
Cc1ccc(NC(=O)C(C)OC(=O)c2n[nH]c3ccccc23)cc1 (configuration not stated) | -92 | -2 | -40 | -128 | 5 | 11 | -3 | 4 | -48 | -5 | -8
O=C(CN1CCN(c2ccc([N+](=O)[O-])cc2)CC1)Nc1nccs1 | 2 | -3 | 16 | 15 | 2 | -5 | -4 | 5 | -1 | -10 | 13
CC(NC(=O)c1ccc(CS(C)(=O)=O)cc1)C1CC2CCC1C2 (configuration not stated) | 15 | -7 | 2 | 9 | -5 | 7 | 5 | 3 | -8 | 3 | 10

(list continues)
smiles | Peg3 prom inh | CaV13 ICDI inh | MITF TRPM1 inh | HIF-2a block | NR2E3 ag-1 | Vif inh | PDI inh | CF NFkB inh | NR2E3 ag-2 | KKLEB cytotox | Shn3 inh set2
CCC(CC)CC1CN2CCc3cc(OC)c(OC)cc3C2CC1(O)CC (configuration not stated) | -7 | -6 | nt | 5 | nt | 2 | 5 | 12 | -4 | 5 | 85*
COc1ccc(NC(=S)N/N=C/c2ccc(F)c(F)c2)cc1 | -25 | -4 | 2 | -147 | -3 | -14 | 5 | 6 | -74 | 3 | -19
CC(C)(C)N(Cc1ccccc1)C(=O)COC(=O)c1ccc([N+](=O)[O-])o1 | 8 | -6 | 57 | -1 | -1 | nt | -2 | 2 | 15 | 10 | 15
CN(C)CC1CCCCC1OC(=O)/C=C/c1ccccc1 (configuration not stated) | 5 | -6 | -2 | 28 | 3 | -1 | 4 | 8 | 7 | 0 | -11
CCN(CC)C(=O)N(CC)Cc1ccccc1 | 5 | -4 | -5 | 22 | 1 | 5 | 25 | -15 | 0 | 2 | 11
O=C(c1ccncc1)N1CCN(S(=O)(=O)c2cccc([N+](=O)[O-])c2)CC1 | 16 | -7 | 10 | -2 | 0 | 0 | 1 | 13 | -4 | -1 | -30
CC(=O)N1c2ccc(S(=O)(=O)NCCC(=O)N3CCCC(C)C3)cc2CC1C (configuration not stated) | 7 | -16 | -5 | 16 | 1 | -3 | 5 | -19 | -5 | 5 | 18
COc1ccccc1NC(=O)COc1ccc(/C=N/n2cnnc2)cc1OC | 0 | -4 | -8 | -17 | -1 | 30 | -1 | 6 | -8 | -6 | 13
Cc1cc2nc(SCCOC(=O)Nc3ccc(Cl)cc3)nc(C)c2cc1C | 3 | nt | -9 | -1 | -1 | 4 | -5 | -3 | -2 | 0 | 10
COc1cc(C2/C(=C(\O)c3ccc4c(c3)CC(C)O4)C(=O)C(=O)N2CCCn2ccnc2)ccc1O (configuration not stated) | 12 | nt | 6 | 9 | 2 | 5 | 6 | -17 | -44 | 2 | -42
C=CCn1c(SCc2ccc(C(=O)O)cc2)nc2sc(C)c(C)c2c1=O | -5 | -5 | 3 | -10 | 4 | -2 | -7 | -20 | -29 | 0 | -11
Nc1ccc2nc(-c3ccccc3)sc2c1 | -7 | -4 | 36 | -5 | 0 | 15 | -11 | -38 | -118 | -31 | 13
COc1ccccc1C(c1nnnn1Cc1ccccc1)N1CCN(C2CCCC2)CC1 (configuration not stated) | 0 | -2 | -2 | 8 | -3 | -2 | -10 | 17 | -2 | -9 | 9
CC1=C(C(=O)N2CCOCC2)CC(CC(=O)NCCCN(C)C)C(=O)N1Cc1ccc(C(C)(C)C)cc1 (configuration not stated) | -10 | -3 | nt | 9 | nt | -3 | nt | 3 | 7 | 9 | 11
CCN(CC)S(=O)(=O)c1cccc(NC(=O)c2ccc(S(=O)(=O)N3CCCC3)cc2)c1 | 25 | -2 | 11 | 5 | nt | -10 | 2 | 26 | 20 | -23 | 25
C/C=C/C(=O)N1CC2(CC(c3cccc(NC(=O)COc4ccc(Cl)cc4)c3)=NO2)C[C@@H]1C(N)=O (some centres not stated) | -11 | -11 | -15 | -1 | -1 | 2 | 5 | -14 | -12 | 0 | -1
CCOC(=O)C1=NN(c2ccc(Cl)cc2)C(=O)C1 | -255 | -7 | -134 | -162 | 2 | -4 | 8 | 24 | -121 | -13 | -74
COc1ccccc1Nc1cc(C(=O)NCCCN2CCOCC2)c2ccccc2n1 | 11 | -6 | 20 | 7 | 1 | 18 | 19 | -8 | -22 | -8 | 3
O=c1cc(C(F)(F)F)nc(-c2ccccc2OC(F)(F)F)[nH]1 | 12 | -2 | 2 | 18 | -2 | 14 | -5 | -11 | 14 | -1 | 7
COc1ccc(OC)c(NC(=O)C(C)SCc2nc3sc(C)c(C)c3c(=O)[nH]2)c1 (configuration not stated) | 7 | -3 | -1 | 16 | 3 | -5 | 0 | -8 | 28 | -1 | 7
O=C(NNC(=O)c1ccccc1OCc1ccc(F)cc1)c1ccncc1 | 4 | -1 | 6 | -1 | 0 | 15 | -16 | -23 | 2 | 8 | 7
O=C(CSc1nnnn1C1CCCCC1)NCc1cccc(C(=O)O)c1 | 12 | -4 | -5 | 17 | -2 | -3 | -1 | 6 | 0 | -3 | -13

7 of these compounds in a different format:
Each structure is followed by: Peg3 prom inh | CaV13 ICDI inh | MITF TRPM1 inh | HIF-2a block | NR2E3 ag-1 | Vif inh | PDI inh | CF NFkB inh | NR2E3 ag-2 | KKLEB cytotox | Shn3 inh set2
> CCC(CC)CC1CN2CCc3cc(OC)c(OC)cc3C2CC1(O)CC (configuration not stated)
  -7 | -6 | nt | 5 | nt | 2 | 5 | 12 | -4 | 5 | 85*
> COc1ccc(NC(=S)N/N=C/c2ccc(F)c(F)c2)cc1
  -25 | -4 | 2 | -147 | -3 | -14 | 5 | 6 | -74 | 3 | -19
> CC(C)(C)N(Cc1ccccc1)C(=O)COC(=O)c1ccc([N+](=O)[O-])o1
  8 | -6 | 57 | -1 | -1 | nt | -2 | 2 | 15 | 10 | 15
> CN(C)CC1CCCCC1OC(=O)/C=C/c1ccccc1 (configuration not stated)
  5 | -6 | -2 | 28 | 3 | -1 | 4 | 8 | 7 | 0 | -11
> CCN(CC)C(=O)N(CC)Cc1ccccc1
  5 | -4 | -5 | 22 | 1 | 5 | 25 | -15 | 0 | 2 | 11
> O=C(c1ccncc1)N1CCN(S(=O)(=O)c2cccc([N+](=O)[O-])c2)CC1
  16 | -7 | 10 | -2 | 0 | 0 | 1 | 13 | -4 | -1 | -30
> CC(=O)N1c2ccc(S(=O)(=O)NCCC(=O)N3CCCC(C)C3)cc2CC1C (configuration not stated)
  7 | -16 | -5 | 16 | 1 | -3 | 5 | -19 | -5 | 5 | 18
